Giardia kill = Giardia lamblia killing; AID 540267; activity change, % at 7.66 µM, hits read low; Giardia lamblia trophozoite viability; actives 0.15% (n = 340,000); in the data active means activity change below about -80%; inconclusive means between about -30% and that limit;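 further: parasites exposed to compound for two days anaerobically before the ATP read; on the % scale 0 is the no-effect control and ±100 the full control effect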
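Luminescence from cellular ATP indicates surviving trophozoites (100 cells/well) following 48 hrs anaerobic compound treatment at 37 deg C; signal develops 15-30 min at room temperature.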
Tb PFK block = blocks T. brucei phosphofructokinase; O15648; T. brucei PFK, ADP-Glo luminescence; Potency, µM (highest dose often 57.5 µM), without a hit: at the highest dose activity, negative = inhibition, most hits filed as inhibitors; actives 0.17% (n = 330,000);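 further: potency means the concentration at half of the fitted maximal effect; 0% = uninhibited 1x PFK enzyme wells and -100% = no-enzyme wells; nearly all actives have a fitted effect of over 60% in size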
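ADP-Glo luminescence quantified ADP after 45 min at room temperature, with 1.25 nM T. brucei PFK, 0.1 mM ATP and 0.5 mM fructose-6-phosphate in pH 8.0 TEA buffer. qHTS titrations up to 57 µM; curves classified by quality.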
BCR signal inh = inhibitors of chronic active B-cell receptor signaling. ABC-DLBCL IkBa-CBG/CBR reporter, luminescence ratio, 4 h. Potency, µM (doses to about 46.1 µM), for the others: at the top dose ratio change, negative = lower green/red ratio, most hits filed as inhibitors. actives 0.05% (n = 340,000); active means well fitted inhibition curve with a large enough effect in the signal ratio, with a control signal flat, not every such curve was filed as active; inconclusive means small, poorly fitted or top-dose-only effect, or effect the other way, or a change in a side signal; the % refers to the signal ratio;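 further: potency means the concentration at half of the fitted maximal effect; plate controls were basal doxycycline-induced cells for no effect and cells given 10 µM MG132 for full effect; MG132 reads +100%, hits lower the ratio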
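TMD8 human ABC-DLBCL cells with doxycycline-inducible IκBα–green luciferase fusion and unfused red luciferase, in 0.5% FBS medium; compounds up to 46 uM, 4 h at 37C. Green/red luminescence ratio, filter-overlap corrected, fitted to concentration-response curves.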
GALK inhibitor = blocks human galactokinase activity; P51570; Purified GALK, Kinase-Glo residual ATP luminescence; Potency, µM (doses to about 57.5 µM), without a hit: at the top dose activity change, negative = inhibition, hits mostly inhibitors; actives 0.007% (n = 270,000); AID 1868; further: potency means the concentration at half of the fitted maximal effect; on the % scale 0 is the no-effect control and ±100 the full control effect
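Human GALK (5 nM) with 35 uM ATP and 100 uM galactose in 20 mM HEPES pH 8.0, 5 mM MgCl2, 60 mM NaCl, 1 mM DTT, 0.01% BSA. After 1 h at room temperature, leftover ATP was read by Kinase-Glo Plus luminescence.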
FBPA coupling cs = coupling enzyme interference in Giardia aldolase counter-screen; AID 2472; actives 0.67% (n = 290,000); activity change, negative = inhibition, % at 58.2 µM, hits read low; coupling enzyme system counterscreen, AmpLite Red fluorescence; in the data active means activity change below about -30%; further: on the % scale 0 is the no-effect control and ±100 the full control effect
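Counterscreen of the coupled detection system alone, without aldolase: glyceraldehyde-3-phosphate coupling enzymes plus AmpLite Red readout. Compounds at 57.5 uM final, 10 min RT preincubation, 20 min RT reaction, fluorescence 525/598 nm.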
TSHR antag = blocks TSH signaling through the human TSH receptor; TSHR-expressing cells, TSH-stimulated cAMP HTRF, 2 h; stronger effect = lower value; activity change, negative = inhibition, % at 11.5 µM; AID 504810; actives 0.2% (n = 330,000);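 active means activity change below a set negative limit, meaning inhibition stronger than a set level, cut at about -70% in these data; inconclusive means activity change between two set negative limits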; further: on the % scale 0 is the no-effect control and ±100 the full control effect
Target sequence (P16473 whole entry, looked up): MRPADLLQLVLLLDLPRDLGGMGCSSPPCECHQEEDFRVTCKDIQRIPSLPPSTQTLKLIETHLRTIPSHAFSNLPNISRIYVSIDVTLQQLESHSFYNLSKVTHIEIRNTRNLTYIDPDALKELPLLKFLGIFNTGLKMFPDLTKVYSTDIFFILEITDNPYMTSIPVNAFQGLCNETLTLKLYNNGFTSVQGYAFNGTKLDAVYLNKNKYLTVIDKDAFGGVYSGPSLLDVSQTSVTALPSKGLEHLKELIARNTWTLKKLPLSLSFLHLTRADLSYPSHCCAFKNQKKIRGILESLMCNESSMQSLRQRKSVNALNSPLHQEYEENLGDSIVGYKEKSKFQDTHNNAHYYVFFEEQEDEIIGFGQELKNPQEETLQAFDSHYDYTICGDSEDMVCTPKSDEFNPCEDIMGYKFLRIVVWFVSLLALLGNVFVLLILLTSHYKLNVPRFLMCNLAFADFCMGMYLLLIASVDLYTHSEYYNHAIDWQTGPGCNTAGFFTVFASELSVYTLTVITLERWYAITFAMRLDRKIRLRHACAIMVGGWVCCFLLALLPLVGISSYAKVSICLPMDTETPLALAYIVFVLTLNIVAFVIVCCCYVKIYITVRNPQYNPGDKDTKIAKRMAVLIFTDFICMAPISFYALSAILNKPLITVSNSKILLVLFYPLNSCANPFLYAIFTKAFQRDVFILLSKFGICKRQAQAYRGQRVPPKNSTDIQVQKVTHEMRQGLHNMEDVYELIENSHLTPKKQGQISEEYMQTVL
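Antagonism was scored as loss of TSH-driven cAMP in TSHR cells, stimulated with 4nM TSH (EC80) for 2 hours at 37 deg C and detected by homogeneous HTRF competition immunoassay.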
CXXC DNA block = inhibitors of human MLL CXXC domain-DNA interaction; MLL-CXXC / FITC-HOXA9 DNA fluorescence polarization; Potency, µM (titrated, usually from 115 µM), for the others: top-dose activity change, negative = inhibition, most hits filed as inhibitors; Q03164; actives 0.037% (n = 290,000); active means well fitted inhibition curve with a large enough effect in the polarisation, with a control signal flat, not every such curve was filed as active; inconclusive means small, poorly fitted or top-dose-only effect, or effect the other way, or a change in a side signal; inactive means no such curve, though single readings can be large or run the other way; the % refers to the polarisation; further: potency means the concentration at half of the fitted maximal effect
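Purified MLL-CXXC (added from a 7 uM solution) was preincubated 5 min at ambient with pinned compounds in 50 mM Tris-HCl pH 7.5, 50 mM NaCl, 1 mM DTT, 0.05% BSA. Fluorescein-labeled HOX-A9 DNA (50 nM solution) followed, 30 min, then polarization read.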
AT treatment = potential ataxia-telangiectasia treatments restoring KAP-1 phosphorylation | AID 485349 | actives 0.19% (n = 320,000) | Potency, µM (series often up to 57.5 µM), for the others: top-dose activation, most hits filed as activators | […] A-T fibroblasts, KAP-1 phosphorylation AlphaLISA; neocarzinostatin DNA damage 30 min before lysis; further: potency means the concentration at half of the fitted maximal effect; % of control where 0% means no effect; nearly all actives have a fitted effect of over 45% in size
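hTERT-immortalized A-T patient fibroblasts ([…]), 500 cells/well in OPTI-MEM, 1% FBS, got compounds for 60 min, then NCS for 30 min at 37C. Lysates were then assayed for phospho-KAP-1 by AlphaLISA (anti-pKAP1 donor, anti-KAP1 acceptor beads), 6 hr at 25C.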
KCNH2 WT inh = KCNH2 (human, wildtype) channel inhibition; Q12809; U2OS, BacMam KCNH2, thallium flux FluxOr; stronger effect = lower value; activity change, % at 1.84 µM; actives 0.37% (n = 340,000); AID 720551;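 active means maximum activity change below -70%; inconclusive means maximum activity change between -70% and -50%; inactive means maximum activity change above -50%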; further: on the % scale 0 is the no-effect control and ±100 the full control effect
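U2OS cells transduced with wild-type KCNH2 virus are loaded with FluxOr dye for 45 min, and thallium flux is measured in kinetic reads before and after stimulation buffer. Rate constants are normalized to DMSO controls.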
TCR act = T cell receptor activation; primary human leukocytes, anti-CD3, IL-2 HTRF, 48 h; Potency, µM (series often up to 9.22 µM), without a hit: at the highest dose activation of IL-2 secretion, actives largely listed as activators; 330,000 tested, under 10 active; AID 504894; further: % of control where 0% means no effect
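Primary human leukocytes were stimulated with a-CD3 beads plus compounds for 48 hr without co-stimulation; secreted IL-2 was quantified by HTRF using a-IL-2-K (europium cryptate) and a-IL-2-d2, excited at 320nm with acceptor emission read at 665nm.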
An asterisk follows results filed as active; ? = inconclusive; . = no result given; [ ] = dose if it differs, or a comment. Unless noted, the call rests on the fitted dose curve; in most records, active means well fitted curve in the direction sought with a large enough effect; inconclusive means small, poorly fitted or top-dose-only effect, or another doubt; inactive means no such curve, though single readings can be large; an effect the other way counts as inactive or inconclusive.

compound	Giardia kill	Tb PFK block	BCR signal inh	GALK inhibitor	FBPA coupling cs	TSHR antag	CXXC DNA block	AT treatment	KCNH2 WT inh	TCR act
Cc1ccc(/C=N/n2c(C3CCCCC3)n[nH]c2=S)cc1	-5	-26%	?	.	0	-2	11%	31%	0	1%
COc1ccc(-c2cc(C(F)(F)F)nc(SCC(=O)Nc3cc(C)on3)n2)cc1	-4	4%	-1%	1%	-1	-9	63%[activator]	4%	4	1%
O=C(Cc1ccsc1)NCC(=O)Nc1ccc(F)c(F)c1	-19	-9%	5%	0%	.	-1	8%	-12%	-15	1%
Cc1ccc(NC(=O)CN(C)C(=O)CCOc2cccc(C)c2)cc1	-9	0%	-19%	2%	-1	-8	-7%	8%	-1	-1%[46.1 µM]
CCCC(C)n1[nH]c(=O)c2c(C)cc(C)nc21 (stereo not given)	4	1%	?	0%	-12	7	0%	-2%	4	0%[46.1 µM]
O=C(CCCn1c(=S)[nH]c2ccccc2c1=O)N1CCCCC1	19	-11%	?	-1%	0	-11	2%	1%	-6	-91%
COc1ccc(CN2CCNC(=O)C2CC(=O)NC2CCCC2)cc1OC (stereo not given)	12	2%	0%	-8%	.	19	42%[activator]	-10%	12	4%
O=C1[C@H]2CC3C=CC2(O3)[C@@H]2OCCCN12 (stereo not given in full)	-22	-7%	-1%	.	.	10	.	-17%	-8	2%
O=C(O)CN1C(=O)Nc2ccc(Br)cc2C1c1ccccc1 (stereo not given)	-13	-14%	2%	2%	8	3	1%	14%	-16	-4%
COCC(=O)N[C@@H]1c2ccccc2CC[C@@H]1OCc1ccccc1	?	6%	1%	.	.	-3	.	14%	2	0%[46.1 µM]

An excerpt of these results, with values under each structure.
Sequence of screens: Giardia kill	Tb PFK block	BCR signal inh	GALK inhibitor	FBPA coupling cs	TSHR antag	CXXC DNA block	AT treatment	KCNH2 WT inh	TCR act
> COc1ccc(-c2cc(C(F)(F)F)nc(SCC(=O)Nc3cc(C)on3)n2)cc1
    -4	4%	-1%	1%	-1	-9	63%[activator]	4%	4	1%
> O=C(Cc1ccsc1)NCC(=O)Nc1ccc(F)c(F)c1
    -19	-9%	5%	0%	.	-1	8%	-12%	-15	1%
> Cc1ccc(NC(=O)CN(C)C(=O)CCOc2cccc(C)c2)cc1
    -9	0%	-19%	2%	-1	-8	-7%	8%	-1	-1%[46.1 µM]
> CCCC(C)n1[nH]c(=O)c2c(C)cc(C)nc21 (stereo not given)
    4	1%	?	0%	-12	7	0%	-2%	4	0%[46.1 µM]
> O=C(CCCn1c(=S)[nH]c2ccccc2c1=O)N1CCCCC1
    19	-11%	?	-1%	0	-11	2%	1%	-6	-91%

The list continues:
compound	Giardia kill	Tb PFK block	BCR signal inh	GALK inhibitor	FBPA coupling cs	TSHR antag	CXXC DNA block	AT treatment	KCNH2 WT inh	TCR act
Cc1cc(OCC(=O)NCCN2CCOCC2)cc(C)c1Cl	-6	5%	-16%	4%	3	-4	1%	-2%	-1	4%
Cc1cc(C)c(S(C)(=O)=O)c(N(C)NC(=O)c2c(F)cccc2F)n1	8	-2%	-10%	-1%	3	-1	2%	-2%	?	-3%
Clc1ccccc1-c1nnc2sc(-c3ccccn3)nn12	13	3%	?	1%	4	-7	2%	-5%	-6	-2%[46.1 µM]
Cc1ccc(C)c(OCc2nc(-c3cccnc3)no2)c1	-8	-3%	?	3%	-2	-22	?	3%	5	.
C#CC(=O)N(c1cc(OC)ccc1OC)C(C(=O)NC1CCCC1)c1cccs1 (stereo not given)	2	-5%	?	-2%	-1	-29	1%	-4%	-6	-2%
CC1(C)CC(CC(=O)O)(c2ccccc2)CCO1 (stereo not given)	6	2%	3%	5%	3	22	6%	6%	-2	2%
Cc1ccc(S(=O)(=O)/N=C(/NC(=S)Nc2ccccc2)c2ccccc2)cc1	1	4%	?	-3%	3	-11	-13%	3%	-3	0%
CCOC(=O)c1sc(NC(=O)C2CC(=O)N(c3ccccc3C)C2)nc1C (stereo not given)	18	1%	?	-3%	-3	-4	3%	0%	2	-2%
Cc1cc(C)cc(C(=O)NC(CC(N)=O)c2ccc(NC3CCCCCCC3)c([N+](=O)[O-])c2)c1 (stereo not given)	-13	2%	2%	.	2	-1	-13%	3%	4	-1%
COc1ccccc1OCCCn1cc(C#N)c2ccccc21	7	12%	?	-3%	-32*	2	1%	2%	-10	5%

compound	Giardia kill	Tb PFK block	BCR signal inh	GALK inhibitor	FBPA coupling cs	TSHR antag	CXXC DNA block	AT treatment	KCNH2 WT inh	TCR act
COc1ccc(NS(=O)(=O)c2cc(NC(=O)c3ccc(=O)[nH]c3)ccc2N2CCOCC2)cc1	3	2%	-17%	0%	0	33	2%	6%	2	8%
Cc1noc2nc(-c3cccs3)cc(-c3nnc4n3CCCCC4)c12	.	0%	-1%	-1%	1	4	-25%	0%	.	.
O=C(CN1C(=O)NC2(CCCC2)C1=O)Nc1ccc(F)cc1	-9	-10%	?	0%	1	9	3%	9%	7	3%
COc1cc(NC(=O)COc2ccc(Cl)cc2)ccc1NC(=O)C(C)C	-21	1%	1%	0%	1	-10	0%	-3%	-1	-2%
Cc1cc(C)n(C2CC(=O)N(c3ccc(Cl)c(Cl)c3)C2=O)n1 (stereo not given)	0	-1%	1%	9%	4	2	0%	5%	0	-3%
CC1(C)NC(=O)N(CC(=O)Nc2nc(-c3ccc(F)cc3)cs2)C1=O	16	1%	0%	-3%	-2	-3	4%	-1%	4	5%
COc1ccc(-n2ccc3ccccc32)cc1	-2	-1%	?	1%	0	-2	0%	6%	5	2%
O=C(CN1CCN(c2ccccc2O)CC1)Nc1ccc2c(c1)CCC2	-10	1%	-25%	1%	-2	2	-6%	-1%	4	-1%[46.1 µM]
Cc1nc(SCC(=O)N(C)C2CCS(=O)(=O)C2)c2ccccc2n1 (stereo not given)	27	-5%	?	.	.	1	.	1%	1	-4%
CCOc1ccc(NC(=O)CN(C)C(=O)c2ccc(C)o2)cc1OCC	10	-17%	0%	4%	-1	1	25%	-7%	-4	-2%

compound	Giardia kill	Tb PFK block	BCR signal inh	GALK inhibitor	FBPA coupling cs	TSHR antag	CXXC DNA block	AT treatment	KCNH2 WT inh	TCR act
CC(=O)NC(Cc1c[nH]c2ccccc12)C(=O)N1CCc2ccccc2C1 (stereo not given)	-6	5%	-6%	1%	4	-3	11%	10%	-18	2%
CC(C)Oc1ccc(C2CCC(=O)NC2=O)cc1 (stereo not given)	21	0%	1%	0%	0	5	14%	4%	-4	5%[46.1 µM]
CN(C)c1ccc(C2N(C(=O)N3CCOCC3)CCN2S(=O)(=O)c2ccccc2)cc1 (stereo not given)	-6	1%	3%	-1%	0	13	-1%	-1%	11	7%
COc1ccc([C@H]2CC(=O)C=C(c3ccc4c(c3)sc3ccccc34)C2)cc1	5	-6%	-1%	.	.	6	.	1%	.	-1%
CN1CCN(CCCCOc2ccccc2C=O)CC1	-27	-24%	6%	6%	-5	38	-16%	-3%	9	1%
CC(C)(C)C(=O)c1no[n+]([O-])c1/C(=N/O)C(C)(C)C	-7	-4%	-1%	4%	-2	-13	-2%	-1%	5	-1%
Cc1cc(C)cc(NC(=O)CSc2nnc(-c3ccc(S(=O)(=O)N4CCCC4)cc3)o2)c1	8	0%	-11%	-1%	2	-6	6%	0%	-5	.
COc1ccc2cc3c(N)nn(C(=O)C4CCC(C(C)(C)C)CC4)c3nc2c1 (stereo not given)	3	-3%	0%	.	1	3	-1%	-2%	-14	16%
CN(C)S(=O)(=O)c1cccc(C(=O)NCC2CCCO2)c1 (stereo not given)	-14	-1%	?	-2%	0	7	17%	8%	-12	2%
CC(=O)c1c(C)[nH]c(C(=O)NC(C)c2ccccc2)c1C (stereo not given)	-14	0%	-10%	1%	0	-5	5%	0%	-9	0%
NS(=O)(=O)c1cccc(NC(=O)COC(=O)CC2Sc3ccccc3NC2=O)c1 (stereo not given)	-4	-7%	1%	.	.	-8	.	22%	-2	1%
COc1ccc(C(=O)NCCc2nnc(SCC(=O)Nc3ccccc3C(C)C)n2C)cc1	16	1%	20%	0%	3	24	2%	4%	2	0%
CCOC(=O)C1CCCN(Cc2ccccc2F)C1 (stereo not given)	-1	-9%	?	4%	-3	-3	13%	35%	-20	.

Screening results from PubChem.

An unsorted share of the library. About 1.6% of those tested had a hit in this group.
